Compound activity from PubChem BioAssay.
Mtb RmlCD inh: inhibitors of Mycobacterium tuberculosis RmlC and RmlD coupled enzymes. RmlC+RmlD coupled enzyme assay, percent inhibition; primary screen in compound mixtures. 160,000 compounds, 0.03% hits. P9WH09+P9WH11. inhibition, % at 3.6 µM; in the data active = inhibition mostly above about 34%, no sharp cut-off; note: some results filed as inactive read as strong as hits
Target sequence (P9WH09 whole entry, looked up): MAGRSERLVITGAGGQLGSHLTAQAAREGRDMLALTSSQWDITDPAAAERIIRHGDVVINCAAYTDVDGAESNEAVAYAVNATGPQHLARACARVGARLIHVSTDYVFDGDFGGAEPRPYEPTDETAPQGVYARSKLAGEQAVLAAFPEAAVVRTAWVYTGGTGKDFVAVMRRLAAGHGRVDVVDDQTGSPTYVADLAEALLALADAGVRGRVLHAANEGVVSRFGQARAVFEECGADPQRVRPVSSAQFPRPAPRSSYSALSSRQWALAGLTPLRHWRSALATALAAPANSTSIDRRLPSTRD
Target sequence (P9WH11 whole entry, looked up): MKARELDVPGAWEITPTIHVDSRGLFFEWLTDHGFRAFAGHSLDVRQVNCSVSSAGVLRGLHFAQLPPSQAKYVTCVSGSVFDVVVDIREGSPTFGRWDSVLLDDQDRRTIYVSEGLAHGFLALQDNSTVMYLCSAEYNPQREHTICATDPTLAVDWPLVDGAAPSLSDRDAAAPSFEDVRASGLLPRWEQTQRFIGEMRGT
GlmU inhibition: inhibition of mycobacterial GlmU enzyme – biochemical, glucosamine-1-phosphate acetyltransferase (AID 1376); inhibition, %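 (tested at 30 µM in the primary screen)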, or IC50 in µM where a hit was titrated; 220,000 compounds, 0.25% hits; M. tuberculosis GlmU acetyltransferase enzyme assay; higher % means a stronger effect; in the data active = inhibition above about 13%;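 note: 0% = complete reaction with vehicle and 100% = reaction without substrate; strong numbers were not always called active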
An asterisk follows results filed as active; . = no result given. Only part of the results is shown, so the mix of outcomes need not match the whole.

SMILES | Mtb RmlCD inh | GlmU inhibition
O=C(O)c1ccnc(C(=O)O)c1 | -17 | 4.2%
COc1ccc2cc(CCNC(=O)c3cccc([N+](=O)[O-])c3)c(=O)[nH]c2c1 | 3 | 0.5%
CCOC(=O)N1CCC(NS(=O)(=O)c2ccc(C)cc2)CC1 | 10 | -2.7%
COC(=O)c1ccc(/C=N/N2CCN(Cc3ccc(Cl)cc3)CC2)cc1 | . | 4.4%
O=C(NS(=O)(=O)c1ccc(Cl)cc1)c1ccccc1 | -6 | -2.1%
COC(C[C@H](O)[C@H](C)[C@H](O)COCc1ccccc1)OC | . | -1.5%
Cc1cc(S(N)(=O)=O)ccc1N=Cc1c(O)n(-c2ccccc2)c(=O)[nH]c1=O | 10 | -0.9%
O=C(Nc1cccs1)Nc1ccc(F)cc1F | -6 | 7.9%
Cc1c(O)ccc2c3c(c(=O)oc12)CCCC3 | 2 | 2.8%
Cc1ccc(-n2c(=O)cc(N3CCC(C)CC3)[nH]c2=O)cc1 | -9 | 0.4%
NS(=O)(=O)c1ccc(NC(=O)c2ccc(CNS(=O)(=O)c3cc(C(F)(F)F)ccc3Cl)cc2)cc1 | . | 3.9%
CCOc1ccc(NC(=O)/C=C/c2ccccc2)c([N+](=O)[O-])c1 | -4 | -2.4%
O=C(Nc1cccc(F)c1)N1CCCC(CNS(=O)(=O)Cc2ccccc2)C1 (stereo not drawn) | -10 | 3.1%
CCOC(=O)CSc1nc(C)c2ccc(C)cc2n1 | . | -3.7%
c1ccc(Oc2nc3ccccc3n3cccc23)cc1 | . | 0.6%
COC(=O)[C@H](Cc1ccccc1)NC(=O)N1CCN(c2ccc(F)cc2)CC1 | -3 | 2.0%
CCN(CC)S(=O)(=O)c1cccc(-c2nn(-c3ccccc3)cc2/C=C(\C#N)C(=O)NCc2ccco2)c1 | 0 | -4.0%
O=[N+]([O-])c1ccc(-c2nc(C(Cl)Cl)c3ccccc3n2)cc1 | 10 | 1.0%
O=C(NC1CCCCCC1)C1c2ccccc2C(=O)N1Cc1cccs1 (stereo not drawn) | -9 | -3.2%
CCOC(=O)NC(NS(=O)(=O)c1ccccc1)(C(=O)OCC)C(F)(F)F (stereo not drawn) | . | -2.0%

(continued)
SMILES | Mtb RmlCD inh | GlmU inhibition
COc1cc(/C=N/NC(=O)c2cccc([N+](=O)[O-])c2)ccc1OCc1ccc(C)cc1 | . | 0.4%
CC[N+]1(CC)CC2=Cc3ccccc3CC2C1 (stereo not drawn) | 3 | -1.7%
CC(C)(C)CC(=O)Nc1nn[nH]n1 | 12 | -7.2%
COc1ccccc1C(=O)NC(=O)OCCn1c(C)cnc1[N+](=O)[O-] | 8 | 2.2%
OCC1(CC2CCCCO2)CCN(Cc2nc3ccccc3[nH]2)CC1 (stereo not drawn) | 9 | -1.4%
O=S(=O)(CC(O)CS(=O)(=O)c1ccc(Cl)cc1)c1ccccc1 (stereo not drawn) | 4 | -4.5%
Cc1c(Cl)cccc1NC(=O)c1nc(C)n(-c2cc(OC(C)C)c(Cl)cc2Cl)n1 | 3 | -5.1%
CCN(CC)CCNC(=O)c1sc2ncn(CC(=O)Nc3ccc(C)c(Cl)c3)c(=O)c2c1C | -4 | -8.7%
CCOc1ccc2nc(N3C(=O)CNC3=S)sc2c1 | 10 | 3.6%
Cc1cccc(N(CC(=O)NCCSc2nc3ccccc3s2)S(=O)(=O)c2ccccc2)c1 | -7 | -0.2%
COc1ccc(Cn2c(=O)n(Cc3ccco3)c(=N)c3c4c(sc32)COC(C)(C)C4)cc1 | 27 | -2.5%
COc1ccc(Nc2nnc(SCC3CCCO3)s2)cc1 (stereo not drawn) | 4 | -2.1%
O=C1CNC(=S)N1CCc1ccc(Cl)cc1 | -6 | .
O=S(=O)(c1ccc(Cl)cc1)N1CCCC1c1nc(-c2cccc(Cl)c2)no1 (stereo not drawn) | . | -4.5%
CC(C)(C)NC(=S)Nc1cccc(C(F)(F)F)c1 | -10 | 2.5%
O=C(c1nn2c(C(F)(F)F)cc(-c3cccs3)nc2c1Cl)N1CCCc2ccccc21 | . | 0.2%
Cc1ccc(-c2nc(SCC(=O)NCC3CCCO3)c(-c3ccc(C)cc3)[nH]2)cc1 (stereo not drawn) | . | -0.9%
CSc1ncccc1C(=O)OCC(=O)NCc1ccc2c(c1)OCO2 | -4 | 6.1%
N#Cc1c(NC(=O)COC(=O)c2ccc(S(=O)(=O)N3CCCC3)cc2)sc2c1CCCCC2 | 10 | 6.1%
Cc1ccc(NC(=O)C(=O)Nc2ccccn2)cc1 | -7 | 1.7%

Additional records follow:
SMILES | Mtb RmlCD inh | GlmU inhibition
NCCCC[C@H]1CNC(=O)C(=O)N1CCCCC1CCCCC1 | . | -5.1%
COc1ccc(CCNC(=S)Nc2cccc(C)c2C)cc1 | 15 | -2.9%
CC(/C=N\Nc1nnc2c(n1)[nH]c1c(C)cccc12)=C\c1ccco1 | . | -4.6%
O=S(=O)(Nc1ccc(-n2cccc2)cc1)c1ccc(Cl)c(Cl)c1 | 17 | -6.2%
CCOC(=O)C1(Cc2ccc(Cl)cc2)CCN(C(=O)CCc2ccncc2)CC1 | 3 | -3.1%
Nc1ccccc1OCCOCCOc1ccccc1N | 8 | 0.5%
O=C(Nc1ccc(N2CCN(C(=O)c3ccco3)CC2)cc1)C(c1ccccc1)c1ccccc1 | . | 2.4%
CCOC(=O)C1Cn2c(nc3c(c2=O)C(C)(C)Cc2ccccc2-3)S1 (stereo not drawn) | -11 | -0.3%
Cn1cnc([N+](=O)[O-])c1SCC(O)CN1CCCCC1 (stereo not drawn) | 13 | 0.8%
CCOC(=O)C(CC)n1cnc2c(nnn2-c2ccc(OC)cc2)c1=O (stereo not drawn) | -17 | -3.0%
O=C(NC1CCCCC1)C(c1cccs1)N(Cc1cccs1)C(=O)c1cccs1 (stereo not drawn) | . | -1.9%
COc1cc(Br)c(S(=O)(=O)Nc2c(C)n(C)n(-c3ccccc3)c2=O)cc1OC | . | 2.1%
O=C(c1ccc2ccccc2c1)N1CCN(c2ccc(O)cc2)CC1 | . | -0.1%
C/C(CC(=O)Nc1cc(C)ccn1)=N\NC(=O)C(=O)Nc1cccc(C)c1 | 6 | 0.4%
Cc1cc(C(=O)CN2C(=O)NC3(CCCc4ccccc43)C2=O)c(C)n1Cc1ccco1 (stereo not drawn) | 12 | -0.4%
COC(=O)c1ccc(C23CC4(C2)[C@H](CN(CC2CCCCC2)[C@@H]4c2ccccc2)C3c2ccccc2)cc1 (stereo partly drawn) | . | -1.1%
Cc1cccc(NC(=S)NCCc2ccc3c(c2)OCCO3)c1C | 3 | 9.4%
CC(=O)NCCc1nc2ccccc2n1CCOc1ccc(C)cc1 | -9 | -3.7%
Cc1cc(C)nc(NC2=NCC(=O)N2c2cc(Cl)cc(Cl)c2)n1 | . | -0.9%
Cc1ccc2c(c1)CC1(CN2C)C(=O)NC(=O)N(c2ccccc2C)C1=O (stereo not drawn) | 13 | 3.3%

Going on with the list.
SMILES | Mtb RmlCD inh | GlmU inhibition
COc1nc(Nc2cccc(C)c2)nc(N2CCCCC2)n1 | 8 | .
Cc1cnn(-c2cc(Oc3ccccc3)ncn2)c1 | 26 | 0.5%
Cc1ccc(OCCCC(=O)NC(C)c2ccccc2)cc1 (stereo not drawn) | . | 6.5%
CCOC(=O)C1=C(CC)Nc2ccccc2N=C1NC(=O)c1ccc(S(=O)(=O)N(C)C)cc1 | -10 | -3.5%
Cc1ccc(Cc2nc(-c3ccncc3)no2)cc1 | -7 | -8.3%
O=C(CCc1nc2ccccc2s1)N1CCN(c2ccccc2)CC1 | 22 | 5.3%
CCCn1c2c(c(O)c(C(=O)NCc3ccccc3)c1=O)CCCC2 | 17 | 1.7%
CC(=O)OCCCNc1cc(Sc2ccc(Cl)cc2)c2nonc2c1[N+](=O)[O-] | -31 | 4.4%
CS(=O)(=O)N1CCC(C(=O)Nc2ccc(C(F)(F)F)cc2)CC1 | 4 | -0.7%
Cc1ccc(C(C)(C)C)c(OCCCn2ccnc2)c1 | -6 | -4.9%
Cc1cc(C)c(C#N)c(Cl)n1 | . | -5.9%
O=C(NCc1nc2ccccc2[nH]1)C1=C[C@@H](C2CC2)C[C@@H](OCc2ccc(CO)cc2)O1 | . | 3.7%
O=C(CSc1cccc[n+]1[O-])Nc1ccc([N+](=O)[O-])cc1Cl | . | -0.5%
Cc1ccc(C(=O)N/C(=C\c2ccccc2)C(=O)OCc2ccccc2)cc1 | -5 | 1.2%
COC(=O)Cc1csc(NC(=O)CSc2nnc3ccccn23)n1 | 27 | -4.7%
Cc1ccc(N2C(=O)[C@@H]3[C@H](C2=O)C2c4ccccc4C=CN2[C@@H]3C(=O)c2ccco2)c(C)c1 (stereo partly drawn) | . | 5.9%
CC(O)(c1ccccc1)C(c1ccccc1)C1CCCCN1 (stereo not drawn) | 10 | -0.9%
CC1(C)CC(=O)C2=C(C1)NC(=O)CC2C(=O)NCc1ccc(F)cc1 (stereo not drawn) | . | 0.1%
Cc1csc(=NC(=O)c2ccccc2)n1C | . | -2.6%
C=CCn1c(-c2ccccc2)cc(SC)c(C#N)c1=O | -2 | -3.2%

2 entries from above in a different format.
Values run as follows: Mtb RmlCD inh	GlmU inhibition
CC(=O)OCCCNc1cc(Sc2ccc(Cl)cc2)c2nonc2c1[N+](=O)[O-]
  -31	4.4%
CCCn1c2c(c(O)c(C(=O)NCc3ccccc3)c1=O)CCCC2
  17	1.7%

Additional results
SMILES | Mtb RmlCD inh | GlmU inhibition
CCC1Sc2ccccc2N(CC(=O)NCc2ccccc2OC)C1=O (stereo not drawn) | . | 1.0%
O=C(O)c1ccccc1S(=O)(=O)NCC(O)COc1ccc(Br)cc1 (stereo not drawn) | . | 3.2%
O=C(NCc1ccco1)c1ccc(C(F)(F)F)cc1 | 8 | 3.8%
COc1ccccc1C(=O)C1CCCN(C(=O)c2cccc(-n3cccn3)c2)C1 (stereo not drawn) | -13 | 1.8%
COc1ccc(C(=O)NCC(=O)OCC(=O)N2CCc3ccccc32)cc1 | -7 | 2.0%
Cc1cc(F)c(F)c(C(=O)N2C(C)CCCC2C)c1Cl (stereo not drawn) | 7 | 2.0%
CC(=O)c1cccc(NC(=O)N2CCCC2C(=O)Nc2ccccc2C)c1 (stereo not drawn) | -5 | .
COc1ccc(OC(=O)CN2C(=O)C3C4CCC(C4)C3C2=O)cc1 (stereo not drawn) | 9 | 3.4%
Cc1cc(N/N=C/c2cccc(F)c2)nc(NCc2ccccc2)n1 | -6 | -0.9%
S=C(NCc1ccco1)N1CCN(Cc2ccc(Cl)cc2Cl)CC1 | 1 | 7.2%
CCOC(=O)c1cc2c(ccn2C)n1CC(=O)N1CCN(c2ccc(F)cc2)CC1 | 4 | 2.6%
CC(=O)N(c1ccc(C)cc1)c1nc(C)cc(C)c1C#N | -8 | -2.6%
Cc1ccc(/C=C2\SC(=S)N(CC3CCCO3)C2=O)o1 (stereo not drawn) | 5 | 9.7%
CNC(=O)c1csc(-c2ccc(Cl)cc2)n1 | -15 | 0.1%
CCNC(=O)COC(=O)c1ccc(-n2nc(C)cc2C)cc1 | -12 | 2.3%
Cc1ccc(Nc2cc(C)c3ccc(O)cc3n2)cc1C | 6 | -0.6%
COc1ccc(CCn2c(C)cc(C(=O)CSc3nnc(N)s3)c2C)cc1 | 9 | .
COc1ccc(COc2cccnc2N)cc1 | 3 | -2.0%
C=CCNCCCOc1ccc(C(C)(C)c2ccccc2)cc1 | . | -11%
Cc1cc(Oc2ccccc2)nc2ccc(O)cc12 | 15 | .

Arranged by SMILES length (descending): part of the list above.
SMILES | Mtb RmlCD inh | GlmU inhibition
COc1ccc(C(=O)NCC(=O)OCC(=O)N2CCc3ccccc32)cc1 | -7 | 2.0%
COc1ccc(OC(=O)CN2C(=O)C3C4CCC(C4)C3C2=O)cc1 (stereo not drawn) | 9 | 3.4%
Cc1ccc(/C=C2\SC(=S)N(CC3CCCO3)C2=O)o1 (stereo not drawn) | 5 | 9.7%
C=CCNCCCOc1ccc(C(C)(C)c2ccccc2)cc1 | . | -11%
Cc1ccc(Nc2cc(C)c3ccc(O)cc3n2)cc1C | 6 | -0.6%
O=C(NCc1ccco1)c1ccc(C(F)(F)F)cc1 | 8 | 3.8%
COc1ccc(COc2cccnc2N)cc1 | 3 | -2.0%

Following part.
SMILES | Mtb RmlCD inh | GlmU inhibition
Cc1ccccc1NS(=O)(=O)c1cc(C(=O)Nc2ccccc2-c2ccccc2)ccc1Cl | -5 | 3.4%
O=C(CF)NC(NC(=S)Nc1cccc([N+](=O)[O-])c1)C(Cl)(Cl)Cl (stereo not drawn) | -3 | -5.7%
COc1ccc(Nc2nc3ccccc3c(=O)[nH]2)cc1 | 6 | 8.4%
CCOC(=O)c1cnn(-c2c(Cc3ccccc3)c(C)nc3c(-c4ccccc4)c(C)nn23)c1N | 3 | 3.1%
CC(C)CCN1CCN(Cc2cccc(C(F)(F)F)c2)CC1CCO (stereo not drawn) | 7 | 3.2%
CCN(CC)CCC(c1cc(OC)c(OC)c(OC)c1)c1c(OC)cc(OC)c2c(C)cc(=O)oc12 (stereo not drawn) | . | -3.7%
S=c1sc2c(N3CCOCC3)ncnc2n1-c1ccccc1 | . | 8.3%
Cc1nc(-c2c(C(=O)NNC(=O)Nc3c(C)cccc3C)noc2C)cs1 | 5 | 2.4%
Cc1cccc(OC(=O)c2cn(C)nc2C(F)(F)F)c1C | . | 7.5%
COc1ccc(CC(=O)Nc2nnc(C)s2)cc1 | . | 1.2%
O=C(Nc1ccccc1)Nc1nnc(/C=C/c2ccccc2Cl)s1 | 26 | 0.1%
CCN(/N=C/c1cccs1)c1cc(=O)n(C)c(=O)[nH]1 | . | -0.9%
O=c1c(C/C=C/c2ccccc2)c(O)ccn1CCc1c[nH]c2ccccc12 | -7 | -1.4%
C=CCOC(=O)C1=C(C)NC(=O)NC1c1cn(-c2ccccc2)nc1-c1cccs1 (stereo not drawn) | -8 | -1.8%
O=C(Nc1ccccc1Br)c1ccc(OC(=S)N2CCOCC2)cc1 | -2 | 1.4%
